Assay outcomes: PubChem, National Center for Advancing Translational Sciences (NCATS)
LDHA inh – inhibitors of human lactate dehydrogenase A; P00338; purified LDHA, NADH/diaphorase-resazurin fluorescence; active compounds read low; activity change, % (values are at about 110 or 230 µM); hit rate 0.15% among 480,000; in the data active means activity change below about -30%; inconclusive means mostly about -25% to -30%;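 further: plate controls were DMSO wells for no effect and wells without enzyme for full effect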
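Resorufin fluorescence (ex540/em590), read at 0 and 20 min after diaphorase/resazurin addition, reports the NADH left after a 5 min room-temperature reaction of 2 nM human LDH5 with 0.06 mM NADH and 0.2 mM pyruvate.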
D1 potentiator – enhances dopamine response at the human D1 receptor; P21728; HEK293 TREx D1 cells, calcium flux, dopamine EC20 potentiation; potentiation, % at 10 µM; hit rate 0.036% among 360,000; in the data active means potentiation above about 30%; further: 0% is about no effect
Target sequence (P21728 whole entry, looked up): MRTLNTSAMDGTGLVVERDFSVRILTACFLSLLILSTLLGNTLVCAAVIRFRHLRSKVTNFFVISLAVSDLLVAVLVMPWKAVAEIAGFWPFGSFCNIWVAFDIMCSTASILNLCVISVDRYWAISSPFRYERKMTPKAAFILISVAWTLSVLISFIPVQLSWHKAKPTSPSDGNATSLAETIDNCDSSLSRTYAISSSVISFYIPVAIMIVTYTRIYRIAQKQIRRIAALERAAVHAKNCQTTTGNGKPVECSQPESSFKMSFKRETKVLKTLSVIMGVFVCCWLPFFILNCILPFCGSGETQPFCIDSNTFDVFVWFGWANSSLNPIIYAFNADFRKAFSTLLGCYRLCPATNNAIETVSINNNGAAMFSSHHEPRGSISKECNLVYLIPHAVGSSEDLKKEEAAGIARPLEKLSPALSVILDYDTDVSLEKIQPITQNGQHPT
Vif-APOBEC3G blk – blocks the Vif interaction with human APOBEC3G; Q9HC16; HeLa A3G-eYFP + Vif (tagged APOBEC3G with the HIV-1 protein that degrades it), YFP fluorescence, overnight; Potency, µM (doses to about 46.1 µM), for the others: at the highest dose activity, negative = active, actives largely listed as inhibitors; hit rate 0.076% among 410,000; AID 602310;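 further: potency means the concentration at half of the fitted maximal effect; on the % scale 0 is the no-effect control and ±100 the full control effect; nearly all actives have a fitted effect of over 60% in size; hits raise eYFP signal because A3G escapes Vif-driven loss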
Target sequence (Q9HC16 whole entry, looked up): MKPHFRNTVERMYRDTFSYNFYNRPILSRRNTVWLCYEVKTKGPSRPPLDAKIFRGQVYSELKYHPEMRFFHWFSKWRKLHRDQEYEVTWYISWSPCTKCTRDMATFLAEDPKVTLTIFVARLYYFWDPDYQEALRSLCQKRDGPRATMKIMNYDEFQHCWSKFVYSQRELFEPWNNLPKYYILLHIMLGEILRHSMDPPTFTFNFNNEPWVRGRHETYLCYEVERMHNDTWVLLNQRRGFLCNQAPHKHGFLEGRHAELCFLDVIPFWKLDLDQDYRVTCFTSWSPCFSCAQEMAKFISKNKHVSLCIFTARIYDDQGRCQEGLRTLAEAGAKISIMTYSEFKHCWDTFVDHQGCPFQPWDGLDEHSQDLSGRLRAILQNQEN
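HeLa cells stably expressing Vif and C-terminally eYFP-tagged A3G, seeded overnight at 37 deg C, then exposed to compound by pintool overnight at 37 deg C. Rise in yellow fluorescence (Ex 488/Em 500-530, Acumen) marks blocked Vif-driven A3G degradation.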
RXFP1 agonist – activates the human relaxin receptor RXFP1 | Q9HBX9 | HEK293T-RXFP1 cAMP TR-FRET, 30 min; response scale: percent of porcine relaxin response, buffer zero | Potency, µM (series often up to 57.5 µM), for inactives: at the highest dose activation, most hits filed as activators | hit rate 0.3% among 370,000 | AID 2676; further: potency means the concentration at half of the fitted maximal effect; on the % scale 0 is the no-effect control and ±100 the full control effect; nearly all actives have a fitted effect of over 60% in size; many of its hits are not listed in these tables
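cAMP rise read by TR-FRET after 30 min, 37C compound exposure (up to 58 uM) in RXFP1-transfected HEK293 cells with Ro 20174 present. EC50 from Hill-equation fits, with 29 nM porcine relaxin as 100% and buffer as basal.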
Vif-APOBEC3F blk – Vif-A3F binding inhibition; hit rate 0.2% among 390,000; Potency, µM (top dose mostly 46.1 µM), for inactives: at the highest dose activity, negative = active; AID 602313; HeLa A3F-eYFP + Vif (tagged APOBEC3F with the HIV-1 protein that degrades it), YFP fluorescence increase; further: potency means the concentration at half of the fitted maximal effect; % of control where 0% means no effect; nearly all actives have a fitted effect of over 65% in size
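Fluorescence increase (Ex 488/Em 500-530) after overnight compound treatment at 37 deg C flags inhibition of Vif-driven A3F-eYFP loss in stable HeLa A3F-eYFP/Vif cells seeded overnight beforehand.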
Glioma ERSR ind – inducers of ER stress response in human glioma cells | AID 602332 | U87-MG GRP78 promoter luciferase reporter, 16 h | Potency, µM, for the others: at the highest dose activation, usual class: activators | hit rate 0.02% among 420,000; further: potency means the concentration at half of the fitted maximal effect; series mostly up to about 76 µM; % of control where 0% means no effect; nearly all actives have a fitted effect of over 35% in size
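ERSR induction read as luciferase luminescence (Bright-Glo, 10 min at room temperature) in stably transfected human U87-MG glioma cells exposed to compounds for 16 h, using GRP78 as sensor.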
D2 PAM – positively modulates the human D2 dopamine receptor allosterically. P14416. HEK293 T-REx D2, calcium flux, EC20 dopamine potentiation. potentiation, % at 10 µM. hit rate 0.34% among 340,000;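 active means potentiation over 3 SD above the plate norm, cut at about 30% in these data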; further: 0% is about no effect
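Calcium flux readout, no-wash dye, 1 read/s. Inducible HEK293 Trex D2 line, overnight 30 C. Compound alone 180 s (agonist flags), then EC20 dopamine, another 180 s to score potentiation.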
D1 ag – agonists of human D1 dopamine receptor; HEK293 T-REx D1 cells, calcium flux, agonist mode; activation, % at 2 µM; hit rate 1% among 360,000; in the data active means activation above about 30%; further: 0% is about no effect
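Tetracycline-induced HEK293 TREx D1 cells, force-coupled to calcium signalling, were dye-loaded with a no-wash calcium kit. Compound was pin-added after a 10 s baseline. Fluorescence was read kinetically at 1 cycle/s for 180 s, with calcium rises flagged as agonism.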
D1 antag – antagonists of human D1 dopamine receptor | HEK293 TREx D1 cells, calcium flux, dopamine EC80; active compounds read low | activity change, negative = inhibition, % at 10 µM | hit rate 3.2% among 360,000; in the data active means activity change below about -30%; further: on the % scale 0 is the no-effect control and ±100 the full control effect
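After overnight tetracycline induction at 30 C, force-coupled D1 HEK293 cells took up a no-wash calcium dye at room temperature. Compounds were added and monitored 180 s, and the response to EC80 dopamine was then recorded.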
Active calls of the source: *; ? = inconclusive; nt = no result given. Unless noted, the call rests on the fitted dose curve; in most records, active means well fitted curve in the direction sought with a large enough effect; inconclusive means small, poorly fitted or top-dose-only effect, or another doubt; inactive means no such curve, though single readings can be large; an effect the other way counts as inactive or inconclusive. Some of the compounds tested; rates above refer to the full screens.

Assay codes: A = LDHA inh; B = D1 potentiator; C = Vif-APOBEC3G blk; D = RXFP1 agonist; E = Vif-APOBEC3F blk; F = Glioma ERSR ind; G = D2 PAM; H = D1 ag; I = D1 antag
SMILES: O=C(NCCc1ccc(Cl)cc1)c1ccc2nc[nH]c2c1
  A: -12; B: -4; C: 0%; D: -2.8%; E: 8%; F: 8%; G: -2; H: 6; I: -15
SMILES: CCOc1ccc(NC(=O)c2ccccc2NS(=O)(=O)c2ccc(F)cc2)c([N+](=O)[O-])c1
  A: -3; B: -4; C: 1%; D: 0.2%; E: 7%; F: -6%; G: 2; H: 12; I: -18
SMILES: CCOC(=O)c1cc(C#N)c(SC(C)C(=O)NC2CCCCC2)nc1C (centres undefined)
  A: -1; B: -3; C: 1%; D: 4.0%; E: 16%; F: -3%; G: -3; H: 1; I: -4
SMILES: CCCCCCC(=O)NC(Nc1ccc(S(N)(=O)=O)cc1)C(Cl)(Cl)Cl (centres undefined)
  A: -3; B: 0; C: 1%; D: 0.1%; E: 1%; F: -7%; G: 13; H: 1; I: -15
SMILES: Cc1ccc(/C=N/N(C)S(=O)(=O)c2ccc(C)cc2)cc1
  A: 0; B: -5; C: -2%; D: 6.3%; E: 5%; F: 1%; G: 5; H: 19; I: -15
SMILES: CCN(CC)C(=O)N1CCC(NC(=O)c2ccccc2)CC1
  A: -4; B: -6; C: 1%; D: 1.3%; E: 5%; F: 2%; G: -7; H: 2; I: 10
SMILES: O=c1cc(-c2ccccc2[N+](=O)[O-])oc2ccccc12
  A: 0; B: -1; C: ?; D: 2.0%; E: 2%; F: 3%; G: -1; H: 3; I: 11
SMILES: CCCc1cc(C(N)=O)c(NC(=O)c2cc(C)on2)s1
  A: 8; B: 3; C: 0%; D: -0.8%; E: -1%; F: 2%; G: 7; H: -2; I: -6
SMILES: O=C1CCCC(=O)N1CCCCCCN1C(=O)CCCC1=O
  A: 0; B: nt; C: 6%; D: nt; E: 1%; F: 0%; G: nt; H: nt; I: nt
SMILES: Cc1nnc(SCC(=O)c2ccc(C(C)C)cc2)s1
  A: -2; B: 1; C: 2%; D: 2.3%; E: -5%; F: 8%; G: -3; H: 3; I: -3
SMILES: O=C(NNC(=O)c1ccccc1Br)c1ccncc1
  A: -2; B: -1; C: 0%; D: 0.7%; E: 3%; F: 4%; G: 1; H: 4; I: 2
SMILES: Cc1ccc(NC(=O)C(C)OC(=O)CCN=C2NS(=O)(=O)c3ccccc32)cc1 (centres undefined)
  A: -1; B: -9; C: -1%; D: -0.3%; E: -4%; F: -3%; G: 7; H: 1; I: -5
SMILES: Fc1ccc(-c2noc3ncnc(NCCCN4CCN(c5ccccc5)CC4)c23)cc1
  A: -2; B: -3; C: -1%; D: -0.3%; E: -2%; F: 0%; G: -24; H: 0; I: 2
SMILES: Cc1ccc(-c2c[n+]3c(n2-c2ccccc2)CCC3)cc1
  A: -5; B: 0; C: 2%; D: -0.4%; E: 5%; F: 0%; G: 15; H: 2; I: -4
SMILES: O=C1/C(=C\Nc2ccccc2)CCN1c1ncccn1
  A: 3; B: 2; C: 2%; D: -1.4%; E: 1%; F: 0%; G: -6; H: 1; I: -9

Given with two lines to a compound: part of the list above.
Value order – LDHA inh	D1 potentiator	Vif-APOBEC3G blk	RXFP1 agonist	Vif-APOBEC3F blk	Glioma ERSR ind	D2 PAM	D1 ag	D1 antag
> CCCc1cc(C(N)=O)c(NC(=O)c2cc(C)on2)s1
→ 8	3	0%	-0.8%	-1%	2%	7	-2	-6
> CCCCCCC(=O)NC(Nc1ccc(S(N)(=O)=O)cc1)C(Cl)(Cl)Cl (centres undefined)
→ -3	0	1%	0.1%	1%	-7%	13	1	-15

More entries follow.
Assay codes: A = LDHA inh; B = D1 potentiator; C = Vif-APOBEC3G blk; D = RXFP1 agonist; E = Vif-APOBEC3F blk; F = Glioma ERSR ind; G = D2 PAM; H = D1 ag; I = D1 antag
SMILES: CCOC(=O)c1[nH]c(C)c(CCC(=O)Nc2ccccc2OCC)c1C
  A: -4; B: -1; C: -19%; D: -1.4%; E: -7%; F: 0%; G: 7; H: -1; I: 2
SMILES: O=C(N/N=C/c1ccc(Cl)cc1Cl)c1cccc(F)c1
  A: -10; B: -4; C: 1%; D: 1.3%; E: -2%; F: 4%; G: -17; H: 5; I: -7
SMILES: COc1cccc(-c2cc(C(=O)NCc3ccco3)c3ccccc3n2)c1
  A: -2; B: -10; C: -5%; D: -1.5%; E: -15%; F: 2%; G: -9; H: 0; I: -2
SMILES: O=C(Oc1cccccc1=O)c1ccccc1
  A: 1; B: -6; C: ?; D: 1.3%; E: -3%; F: 3%; G: 7; H: 0; I: -3
SMILES: COC(=O)CCCCCN1C(=O)NC(c2ccc(-c3ccccc3)cc2)C(C(=O)OCc2ccccc2)=C1C (centres undefined)
  A: 1; B: -5; C: -4%; D: 0.0%; E: 4%; F: -2%; G: -1; H: 13; I: 16
SMILES: COc1ccc2nc(NC(=O)c3nc(SCc4ccc(F)cc4)ncc3Cl)sc2c1
  A: 1; B: -2; C: 0%; D: 9.1%; E: -8%; F: 3%; G: -3; H: 3; I: -7
SMILES: CC(=O)c1cc(C(=O)N2CCc3c([nH]c4ccccc34)C2C2CCCCC2)[nH]n1 (centres undefined)
  A: -1; B: 1; C: 0%; D: 2.9%; E: 9%; F: -1%; G: 3; H: 0; I: 5
SMILES: CC(OCc1ccccc1)C(NC(=O)OC(C)(C)C)C(=O)NCC1CCCO1 (centres undefined)
  A: -5; B: -3; C: -3%; D: -1.1%; E: -16%; F: -1%; G: -17; H: 5; I: -4
SMILES: COc1ccc(-n2nc(C(=O)NCC(=O)Nc3cc(Cl)c(OC)cc3OC)c3ccccc3c2=O)cc1
  A: 3; B: -6; C: -7%; D: 0.9%; E: 9%; F: -5%; G: -21; H: -1; I: 1
SMILES: COc1cc2c(cc1OC)C(C(=O)N1CCCC1)C(c1ccccc1F)N(C)C2=O (centres undefined)
  A: -2; B: -6; C: 0%; D: -1.1%; E: -7%; F: -5%; G: 0; H: 1; I: 9
SMILES: CCOC(=O)c1ccc(NC(=O)CN(c2ccc(C)cc2)S(=O)(=O)c2ccc(OC)cc2)cc1
  A: 2; B: -2; C: 2%; D: -6.7%; E: 2%; F: -3%; G: -15; H: 12; I: 0
SMILES: COCCNC(=O)C(c1ccc(C)o1)N(C(=O)c1snc(C(N)=O)c1N)c1cc(C)cc(C)c1 (centres undefined)
  A: 4; B: -3; C: 2%; D: 1.8%; E: 5%; F: -3%; G: 10; H: 0; I: 8
SMILES: O=C(O)c1ccc(NN=Cc2cc(=O)[nH]c(=O)[nH]2)cc1
  A: -13; B: nt; C: 0%; D: nt; E: 4%; F: -1%; G: nt; H: nt; I: nt
SMILES: CCCCn1c(SCC(=O)c2ccccc2)nc2sc3c(c2c1=O)CCCC3
  A: -2; B: -2; C: -1%; D: 5.5%; E: 6%; F: -2%; G: nt; H: 0; I: 5
SMILES: COc1ccc(CCN(C)C(=O)C2CCN(Cc3ccc(C)cc3)CC2)cc1OC
  A: -2; B: 2; C: -3%; D: -0.6%; E: -24%; F: -2%; G: -23; H: 0; I: 8

An excerpt from above, reduced to D2 PAM and D1 ag.
canonical_smiles | D2 PAM | D1 ag
CC(=O)c1cc(C(=O)N2CCc3c([nH]c4ccccc34)C2C2CCCCC2)[nH]n1 (centres undefined) | 3 | 0
CCOC(=O)c1ccc(NC(=O)CN(c2ccc(C)cc2)S(=O)(=O)c2ccc(OC)cc2)cc1 | -15 | 12
COc1cc2c(cc1OC)C(C(=O)N1CCCC1)C(c1ccccc1F)N(C)C2=O (centres undefined) | 0 | 1

Continued.
Assay codes: A = LDHA inh; B = D1 potentiator; C = Vif-APOBEC3G blk; D = RXFP1 agonist; E = Vif-APOBEC3F blk; F = Glioma ERSR ind; G = D2 PAM; H = D1 ag; I = D1 antag
SMILES: CCCOc1c(Br)cc(C2C3=C(CCCC3=O)N(CC)C3=C2C(=O)CCC3)cc1OC
  A: -7; B: 8; C: -6%; D: 0.3%; E: -8%; F: -5%; G: 7; H: -2; I: 30
SMILES: Cc1ccc(S(=O)(=O)N2CCN(C(=O)COC(=O)CCOc3cc(C)ccc3C)CC2)c(C)c1
  A: -6; B: nt; C: -1%; D: nt; E: 4%; F: -1%; G: nt; H: nt; I: nt
SMILES: CCn1c(SCC(=O)NCc2ccc3c(c2)OCO3)nnc1-c1ccco1
  A: -4; B: 1; C: 0%; D: 0.3%; E: -9%; F: -1%; G: -6; H: 1; I: 4
SMILES: Cc1ccccc1NCN1C(=O)C2CCC(C)(C1=O)C2(C)C (centres undefined)
  A: -1; B: 0; C: 4%; D: 0.9%; E: -2%; F: -5%; G: 11; H: 8; I: 22
SMILES: CC1CN(CCCCOc2ccc(Cl)c3ccccc23)CC(C)O1 (centres undefined)
  A: -2; B: 0; C: 1%; D: -0.5%; E: -28%; F: -4%; G: -24; H: -1; I: 0
SMILES: CC(C)OC(=O)CC1C(=O)NCCN1C(=S)NC(=O)CCc1ccccc1 (centres undefined)
  A: -1; B: 1; C: 0%; D: 1.5%; E: 2%; F: -2%; G: 13; H: 1; I: 4
SMILES: COc1cc(C2NC(=O)NC(C)=C2C(=O)Nc2cc(C)cc(C)c2)ccc1O (centres undefined)
  A: 5; B: -1; C: -4%; D: -0.1%; E: -1%; F: -3%; G: 1; H: 0; I: 8
SMILES: COc1ccc(CCNC(=O)[C@@H](NC(=O)N2CC(=O)Nc3ccccc32)C(C)C)cc1OC
  A: -5; B: -1; C: 0%; D: -1.5%; E: -14%; F: -1%; G: 0; H: 2; I: -9
SMILES: Cn1c(SCC(=O)N/N=C/c2ccc(O)c(O)c2)nc2ccccc21
  A: 2; B: -4; C: -22%; D: 0.3%; E: 8%; F: ?; G: nt; H: 1; I: -2
SMILES: CC(=O)c1oc2ccccc2c1NC(=O)CCCN1C(=O)c2ccccc2C1=O
  A: -5; B: nt; C: 1%; D: 5.1%; E: -3%; F: -4%; G: 23; H: 2; I: 1
SMILES: N/C(=N\OS(=O)(=O)c1ccccc1)c1ccncc1
  A: 1; B: -2; C: 0%; D: 4.5%; E: 2%; F: 0%; G: 2; H: 1; I: -9
